p53 reactivator – re-activators of mutant p53 | H1299 p53-A138V BP100-luciferase reporter, luminescence, 24 h | AID 504706 | Potency, µM (series often up to 92.2 µM), for inactives: top-dose activity change, positive = activation, hits mostly activators | hit rate 0.063% among 320,000; note: % of control where 0% means no effect; nearly all actives have a fitted effect of over 45% in size
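p53-null H1299 cells stably carrying temperature-sensitive p53-A138V and a BP100-luciferase reporter were pinned with compounds (4-point, 1:5 series) and held 24 hrs at 37 deg C. Luminescence was read 10 min after detection reagent.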
VP16 counter – inhibits Gal4-VP16 luciferase reporter, ROR gamma counter-screen; hit rate 3.5% among 310,000; Potency, µM (series often up to 53.6 µM), inactives show at the top dose activity, negative = inhibition, hits mostly inhibitors; Drosophila S2 Gal4-VP16 UAS-luciferase, luminescence, 20 h; AID 2546;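 note: Gal4-VP16 expression switched on by copper sulfate through the metallothionein promoter; % is set by controls: 0 for no effect and ±100 for the full control effect; nearly all actives have a fitted effect of over 50% in size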
Rab9 promoter act – Rab9 promoter activation | Huh7 Rab9 promoter-luciferase reporter, luminescence, 24 h | hit rate 2.8% among 320,000 | AID 485297 | Potency, µM (top dose mostly 9.22 µM), for inactives: top-dose activation, negative = inhibition, usual class: activators; note: % of control where 0% means no effect; nearly all actives have a fitted effect of over 60% in size
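Luminescence from Amplite-detected luciferase (10 minutes, ambient) reports Rab9 promoter activation. Before that, stable Rab9-luciferase Huh7 cells (1500/well, reduced-serum OP-MEM I plus 10% FBS) were exposed to compound for 24 hours at 37C.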
BRCA1 expr act – BRCA1 expression activation | MCF7-BRCA1-FFLuc reporter, luminescence, 48 h; response scale: scaled: vehicle 0%, 10 µM genistein 100% | Potency, µM (series often up to 46.1 µM), inactives show at the highest dose activation, actives largely listed as activators | hit rate 1.1% among 380,000 | AID 624202; note: nearly all actives have a fitted effect of over 80% in size; some results filed as inactive show a strong effect at the top dose
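Reporter cells (MCF7, BRCA1 promoter-firefly luciferase) received library compounds across a concentration series for 48 h. End-point luminescence was measured and concentration-effect curves derived after normalization.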
MBNL1 CUG block – MBNL1-poly(CUG) RNA binding inhibition; TR-FRET MBNL1-His/biotin-(CUG)12 binding, 665/545 ratio; Potency, µM (top dose mostly 57.5 µM), for the others: top-dose activity change, negative = inhibition, most hits filed as inhibitors; hit rate 0.036% among 280,000; Q9NR56; active = well fitted inhibition curve with a large enough effect in the signal ratio, with a control signal flat, not every such curve was filed as active; inconclusive = small, poorly fitted or top-dose-only effect, or effect the other way, or a change in a side signal; inactive = no such curve, though single readings can be large or run the other way; the % refers to the signal ratio; note: % is set by controls: 0 for no effect and ±100 for the full control effect
Target sequence (Q9NR56 whole entry, looked up): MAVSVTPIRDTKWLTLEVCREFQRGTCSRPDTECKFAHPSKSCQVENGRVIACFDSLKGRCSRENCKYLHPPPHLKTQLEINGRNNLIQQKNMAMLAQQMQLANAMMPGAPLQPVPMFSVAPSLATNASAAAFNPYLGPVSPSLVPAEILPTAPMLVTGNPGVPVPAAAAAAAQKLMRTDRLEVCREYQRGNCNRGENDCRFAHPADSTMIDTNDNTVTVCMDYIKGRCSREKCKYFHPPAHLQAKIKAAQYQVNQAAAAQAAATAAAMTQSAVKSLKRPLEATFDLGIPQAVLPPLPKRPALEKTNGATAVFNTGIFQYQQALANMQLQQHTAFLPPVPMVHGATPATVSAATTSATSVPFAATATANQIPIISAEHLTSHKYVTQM
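Compound titration spanned 92 nM–58 uM against the MBNL1-His/biotin-(CUG)12 complex. After 60 min at room temperature with 5 nM streptavidin-XL665 and 0.055 ng/ul terbium anti-His, ratiometric 665/545 nm emission (Ex 340 nm) normalized to controls.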
FLuc modulator – inhibits or activates purified firefly luciferase, miR-21 counter-screen | AID 588342 | Potency, µM (series often up to 57.5 µM), inactives show at the top dose activity change, negative = inhibition, hits mostly inhibitors | hit rate 6.9% among 360,000 | P08659 | purified FLuc, Km substrates, luminescence inhibition;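 note: plate controls were vehicle for no effect and reference inhibitor for full effect; nearly all actives have a fitted effect of over 55% in size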
Target sequence (P08659 whole entry, looked up): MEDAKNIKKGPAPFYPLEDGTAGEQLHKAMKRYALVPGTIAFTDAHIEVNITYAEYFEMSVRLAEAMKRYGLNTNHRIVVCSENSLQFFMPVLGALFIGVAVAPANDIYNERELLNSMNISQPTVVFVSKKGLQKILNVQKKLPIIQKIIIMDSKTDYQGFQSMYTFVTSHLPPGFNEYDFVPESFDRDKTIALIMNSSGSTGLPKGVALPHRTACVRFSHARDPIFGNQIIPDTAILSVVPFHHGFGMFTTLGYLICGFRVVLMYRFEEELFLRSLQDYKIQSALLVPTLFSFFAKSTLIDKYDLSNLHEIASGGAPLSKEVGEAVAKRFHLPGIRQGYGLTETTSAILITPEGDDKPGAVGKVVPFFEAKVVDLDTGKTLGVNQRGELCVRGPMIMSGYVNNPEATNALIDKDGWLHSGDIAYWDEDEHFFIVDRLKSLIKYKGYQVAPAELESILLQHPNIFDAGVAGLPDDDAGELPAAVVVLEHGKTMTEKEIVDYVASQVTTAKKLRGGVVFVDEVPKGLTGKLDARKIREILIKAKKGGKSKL
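Biochemical qHTS of compounds, final roughly 60 µM downward over six points, against 10 nM purified firefly luciferase using Km concentrations of substrates (10 uM D-luciferin, 10 uM ATP) in Tris acetate pH 7.5 buffer; luminescence output.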
ELG1 genotox – genotoxicity induction in ELG1-luciferase HEK293T cells | HEK293T ELG1-luciferase reporter, luminescence, 16 h | Potency, µM (top dose mostly 46 µM), inactives show top-dose activity change, positive = activation, most hits filed as activators | hit rate 1.3% among 330,000 | AID 504466; note: % of control where 0% means no effect; nearly all actives have a fitted effect of over 60% in size
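Quantitative HTS format in 1536-well plates. HEK293T ELG1-luciferase reporter cells receive test compound and are incubated 16 hr at 37 °C, 5% CO2; ONE-Glo added, 30 min room temperature, then luminescence read.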
NPC1 promoter act – NPC1 promoter activation; AID 485313; hit rate 2.4% among 320,000; Potency, µM (series often up to 9.22 µM), for inactives: top-dose activation, usual class: activators; Huh7 NPC1 promoter luciferase reporter, 24 h;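 note: % of control where 0% means no effect; nearly all actives have a fitted effect of over 60% in size; reporter is driven by a mutant NPC1 promoter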
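Huh7 reporter cells (NPC1 promoter driving luciferase) are dosed with compound for 24 h at 37 °C, 5% CO2; luciferase detection reagent is then added and luminescence measured after 10 min at ambient temperature.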
RORg inh – inhibitors of mouse ROR gamma transcriptional activity. Drosophila S2 Gal4-RORgamma UAS-luciferase reporter, 20 h. AID 2551. Potency, µM (highest dose often 53.6 µM), without a hit: at the top dose activity change, negative = inhibition, actives largely listed as inhibitors. P51450. hit rate 5.4% among 310,000; note: % is set by controls: 0 for no effect and ±100 for the full control effect; nearly all actives have a fitted effect of over 60% in size
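Luciferase reporter read in Schneider cells carrying Gal4-RORγ (mouse) and UAS-Photinus luciferase; cells given compound 1 h before 700 uM copper sulfate induction, then incubated 20 h at ambient temperature.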
CXXC DNA block – MLL CXXC-DNA interaction inhibition | hit rate 0.037% among 290,000 | AID 2662 | MLL-CXXC / FITC-HOXA9 DNA fluorescence polarization | Potency, µM (series often up to 115 µM), without a hit: at the top dose activity change, negative = inhibition, hits mostly inhibitors; active = well fitted inhibition curve with a large enough effect in the polarisation, with a control signal flat, not every such curve was filed as active; inconclusive = small, poorly fitted or top-dose-only effect, or effect the other way, or a change in a side signal; inactive = no such curve, though single readings can be large or run the other way; the % refers to the polarisation
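Fluorescence polarization: 7 uM MLL-CXXC (stock) preincubated 5 min with compounds, then 50 nM fluorescein-HOX-A9 DNA (stock) added; 30 min ambient. Buffer 50 mM Tris-HCl pH 7.5, 50 mM NaCl, 1 mM DTT, 0.05% BSA.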
uPA surface inh – blocks generation of uPA at the cell surface | cell surface uPA generation assay, qHTS | Potency, µM (top dose mostly 38.3 µM), without a hit: top-dose activity change, negative = inhibition, hits mostly inhibitors | hit rate 0.31% among 330,000 | AID 540303; active = well fitted inhibition curve with a large enough effect; inconclusive = small, poorly fitted or top-dose-only effect; inactive = no such curve, though single readings can be large or run the other way; tested in mouse RAW 264.7 cells; note: % is set by controls: 0 for no effect and ±100 for the full control effect; nearly all actives have a fitted effect of over 55% in size
* = called active by the depositor; ? = inconclusive; · = not tested or not shown; & = joins results of further samples; [ ] = dose if it differs, or a comment. Unless noted, calls come from the whole dose curve; as a rule, active = well fitted curve in the direction sought with a large enough effect; inconclusive = small, poorly fitted or top-dose-only effect, or another doubt; inactive = no such curve, though single readings can be large; an effect the other way counts as inactive or inconclusive. Potency is the fitted concentration of half-maximal effect. This is a subset, so the mix of outcomes need not match the whole.

SMILES	p53 reactivator	VP16 counter	Rab9 promoter act	BRCA1 expr act	MBNL1 CUG block	FLuc modulator	ELG1 genotox	NPC1 promoter act	RORg inh	CXXC DNA block	uPA surface inh
COc1ccc(/C=N\NC(=O)c2cccc([N+](=O)[O-])c2)cc1Cn1cc([N+](=O)[O-])cn1	0.7%	-8.9%	-3.7%	·	13.8%	0.4%	-9.8%	-2.1%	-18.4%	-14.3%	·
O=C(CSc1nnc(CNc2ccccc2)o1)c1ccc2c(c1)OCCO2	18.3%	3.3%	10.3%	17.4%	1.9%	?	11.4%	-1.0%	8.6%	2.4%	-4.6%
COc1ccc(C(=O)NCCSc2ccccc2)cc1OC	?	-8.7%	?	49.6%	-3.1%	?	?	?	27.8%	5.1%	-0.1%
Cc1ccc(C)c(S(=O)(=O)N2CCN(C(=O)c3cnccn3)CC2)c1	-6.7%	-0.1%	0.9%	-0.9%	-4.7%	2.4%	3.4%	-3.7%	16.8%	2.2%	·
CCCc1[nH]nc2c1C1(CCN(C(=O)OCc3ccccc3)CC1)C(C#N)=C(N)O2	-3.3%	0.0%	9.8%	16.4%	-0.8%	10.6%	-5.8%	-3.1%	5.2%	9.7%	-2.7%
COc1cc(C(=O)N/N=c2/sc3ccccc3n2C)cc(OC)c1OC	9.3%	-15.3%	4.8%	-23.7%	·	0.2%	3.5%	4.6%	-29.0%	18.7%	-5.8%
CC1CCN(S(=O)(=O)c2ccc(C(=O)NCc3ccco3)cc2)CC1	-1.8%	2.8%	-18.9%	-5.1%	-12.1%	-0.6%	-3.2%	-7.3%	5.8%	0.4%	6.6%
CCCC1C2C(=O)N(c3ccc(OC)cc3)C(=O)C2ON1c1ccccc1 (configuration not stated)	1.4%	-3.8%	-3.4%	0.4%	6.8%	2.4%	0.0%	-3.8%	-4.6%	-0.1%	-0.7%
CCCCn1c(SCC(=O)Nc2nnc(C(C)C)s2)nc2c1c(=O)n(C)c(=O)n2C	3.8%	-4.1%	-11.9%	-66.1%	-3.1%	12.8%	-22.1%	-4.4%	-0.9%	59.2%[activator]	·
Cc1cc(C)c(S(=O)(=O)N2CCN(C(=O)c3cc4ccccc4o3)CC2)c(C)c1	-8.9%	·	-0.6%	-27.6%	·	1.7%	1.5%	1.4%	·	·	0.8%
CCc1cc(=O)[nH]c(-n2[nH]c(-c3ccccc3)cc2=O)n1	3.7%	4.4%	2.5%	-28.5%	5.5%	?	0.5%	-0.7%	-32.2%	-5.7%	-1.8%
CC(C)CCc1noc(CN2CCC(CCN3CCCC3=O)CC2)n1	6.7%	-5.9%	-2.7%	43.5%	-1.9%	2.8%	1.8%	-3.3%	0.6%	-0.7%	0.4%
O=C(NCCN1CCCCC1)c1ccco1	-3.2%	1.5%	-3.8%	-19.1%	?	4.0%	1.3%	1.0%	-42.6%	-5.2%	7.0%
COc1ccc(OC)c2sc(NC(=O)c3ccc(S(=O)(=O)N(C)C)cc3)nc12	-2.9%	-9.7%	3.6%	-0.5%	3.2%	-12.7%	9.3%	0.3%	-37.8%	14.1%	-5.9%
Cc1ccc(-n2c(SCn3nnc4ccccc4c3=O)nnc2-c2cccnc2)c(C)c1	-9.7%	0.1%	-2.3%	-5.0%	18.8%	1.4%	-5.8%	8.3%	2.0%	-5.2%	7.7%
CC1C(=O)C(C)C(c2ccc([N+](=O)[O-])cc2)NC1c1ccc([N+](=O)[O-])cc1 (configuration not stated)	-4.8%	4.8%	-5.2%	-25.7%	?	0.4%	-9.4%	9.6%	-12.8%	2.1%	3.8%
CCOC(=O)Cc1csc(NC(=O)c2sc3nc4c(C)cc(C)cc4cc3c2N)n1	17.7%	-4.7%[0.365 µM]	22.3%	95.3%	9.7%	?	?	18.1%	-26.7%	-4.5%	-26.1%
CCC(C)NC(=O)c1cc2c(=O)n(CC)c3ccccc3c2s1 (configuration not stated)	-8.5%	1.4%	-5.9%	-28.0%	14.3%	-14.0%	1.5%	-2.2%	12.3%	-0.1%	3.4%
CCc1ccccc1NC(=O)CNC(=O)c1ccccc1OCc1c(C)noc1C	-4.3%	·	11.1%	-28.4%	·	1.8%	-2.4%	-2.4%	·	·	-2.6%
CCN(CC)CCN(C)C1CCC(c2ccccc2)CC1 (configuration not stated)	0.8%	-4.3%	-6.1%	-21.4%	-0.2%	0.4%	-3.6%	-1.9%	-19.4%	5.2%	-2.5%
Cc1nc2cc(NS(=O)(=O)c3ccc(Br)cc3)ccc2n1C	-1.8%	-8.4%	-4.9%	-10.7%	-5.0%	-4.5%	-5.9%	-6.1%	-8.5%	1.5%	-3.5%
Cc1ccc(C(=O)NCc2ccccn2)cc1S(=O)(=O)N1CCCCC1	-0.7%	-14.6%	-3.5%	-26.4%	-6.3%	0.8%	-5.6%	13.3%	0.0%	-20.4%	-2.9%
O=C(Nc1ccncc1)C1COc2ccccc2O1 (configuration not stated)	19.8%	?	-5.1%	-0.5%	-13.7%	-3.1%	-4.1%	0.9%	9.4%	-0.1%	1.0%
CCc1ccc(NC(=O)C2CCCN(S(=O)(=O)c3c(C)[nH]c(=O)[nH]c3=O)C2)cc1 (configuration not stated)	-2.3%	1.0%	1.4%	-9.4%&12.4%	-6.1%	-13.4%&-11.7%	0.3%	-0.1%	22.8%	2.5%	2.0%
Cc1cc(C(=O)CN2C(=O)c3cccc(N)c3C2=O)c(C)n1Cc1cccs1	?	?	1.12µM*	135.6%	17.4%	1.07µM*	2.91µM*	1.26µM*	?	13.8%	-9.3%
Further entries:
SMILES	p53 reactivator	VP16 counter	Rab9 promoter act	BRCA1 expr act	MBNL1 CUG block	FLuc modulator	ELG1 genotox	NPC1 promoter act	RORg inh	CXXC DNA block	uPA surface inh
Cc1ccccc1COc1cccc(/C=N/NC(=O)c2nnn(-c3nonc3N)c2C)c1	3.3%	0.7%	-10.7%	19.1%	1.1%	2.2%	8.2%	-10.2%	-2.0%	31.8%[activator]	2.0%
CCSc1nnc(N2C(=O)C(O)=C(C(=O)c3ccco3)C2c2cccc(OC)c2)s1 (configuration not stated)	14.0%	16.7%	-0.1%	25.7%	?	-1.2%	10.5%	-2.1%	-11.3%	?	-11.1%
COc1cccc(C(=O)NCCC2=CCCCC2)c1OC	?	-2.7%	3.98µM*	?	-7.5%	-9.5%[2.3 µM]	?	?	37.1%	1.3%	0.8%
CC(C)(C)c1ccc(/C=C/C(=O)c2ccc(NC3=NCCCS3)cc2)cc1	-49.8%[inhibitor]	5.62µM*	-3.4%	-71.3%	-2.1%	15.1µM*	-10.8%	1.1%	?	7.8%	-8.6%
COc1cc2c(cc1NC(=O)C(C)N1CCN(S(=O)(=O)c3ccccc3[N+](=O)[O-])CC1)oc1ccccc12 (configuration not stated)	2.1%	-14.5%	2.3%	-34.6%	-6.4%	-14.4%	0.5%	6.0%	?	-7.2%	·
CCCN(Cc1cc2ccc(C)cc2[nH]c1=O)S(=O)(=O)c1ccccc1	-1.4%	22.7%	4.1%	-3.2%	-2.3%	-8.6%	-7.8%	-2.1%	5.9%	-6.0%	1.7%
CC1(c2ccc(OC(F)F)cc2)NC(=O)N(CC(=O)Nc2ccc3c(c2)OCO3)C1=O (configuration not stated)	-18.3%	-4.4%	-5.5%	-11.8%	-1.4%	4.4%	-3.6%	0.9%	25.6%	1.4%	·
O=S(=O)(c1cc(O)ccc1O)c1cccc2c(S(=O)(=O)c3cc(O)ccc3O)cccc12	-4.3%	·	-9.7%	-19.2%	·	-1.0%	1.5%	-6.3%	·	·	?
O=C(CSc1nc2ccccc2s1)NCCCN1CCOCC1	0.6%	-1.7%	12.4%	9.9%	-4.5%	-2.7%	-0.1%	0.6%	20.1%	-1.9%	4.7%
CC(=O)c1cccc(S(=O)(=O)Nc2ccc(N3CCOCC3)cc2)c1	-3.2%	-17.0%	0.6%	-0.4%	-4.7%	4.0%	-13.3%	-4.9%	6.8%	0.2%	4.9%
OCCN1CCN(C(=S)c2ccc(Cl)cc2)CC1	0.5%	0.2%	-8.0%	-4.9%	-4.9%	-0.2%	-1.4%	0.6%	-32.2%	1.4%	5.9%
Cc1cc2oc(C(=O)Nc3ccc(S(=O)(=O)Nc4ncccn4)cc3)cc(=O)c2cc1Cl	-8.1%	-5.9%	7.8%	0.0%	9.8%	0.6%	-2.3%	-1.1%	-30.0%	6.4%	-5.3%

Screening data from PubChem.
